M4 PAM: potentiates acetylcholine response at human M4 receptor; P08173; CHO-K1 hM4/Gqi5, Fluo-8 calcium fluorescence, ACh EC20; 0% = ACh EC20, 100% = maximal ACh; activation, % at 3 µM; 0.4% of 360,000 active;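 active = activation above its plate's cutoff, the mean activation of sample wells plus 3 SD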; also: some results filed as inactive read as strong as hits
Target sequence (P08173 whole entry, looked up): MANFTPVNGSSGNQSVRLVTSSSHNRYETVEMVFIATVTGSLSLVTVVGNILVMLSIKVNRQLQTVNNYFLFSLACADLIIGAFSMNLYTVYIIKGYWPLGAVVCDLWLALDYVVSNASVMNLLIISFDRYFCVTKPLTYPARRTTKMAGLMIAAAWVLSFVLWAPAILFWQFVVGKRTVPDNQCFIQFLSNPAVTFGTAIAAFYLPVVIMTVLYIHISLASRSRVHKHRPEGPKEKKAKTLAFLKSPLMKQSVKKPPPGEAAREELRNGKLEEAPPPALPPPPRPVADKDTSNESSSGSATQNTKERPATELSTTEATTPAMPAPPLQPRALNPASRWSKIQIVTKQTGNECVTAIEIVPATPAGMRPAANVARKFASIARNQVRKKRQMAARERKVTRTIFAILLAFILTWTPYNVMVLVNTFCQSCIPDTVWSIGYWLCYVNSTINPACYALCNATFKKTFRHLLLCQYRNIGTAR
M5 ag: agonists of human muscarinic M5 receptor (CHRM5). activation, % at 3 µM. P08912. 0.19% of 360,000 active. CHO-K1 hM5 cells, Fluo-8 calcium fluorescence; 0% DMSO wells, 100% maximal acetylcholine response;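 active = activation above the run's mean over test compounds plus 3 SD, cut at about 23% in these data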;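 also: signal is peak over basal fluorescence ratio across the kinetic read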
Target sequence (P08912 whole entry, looked up): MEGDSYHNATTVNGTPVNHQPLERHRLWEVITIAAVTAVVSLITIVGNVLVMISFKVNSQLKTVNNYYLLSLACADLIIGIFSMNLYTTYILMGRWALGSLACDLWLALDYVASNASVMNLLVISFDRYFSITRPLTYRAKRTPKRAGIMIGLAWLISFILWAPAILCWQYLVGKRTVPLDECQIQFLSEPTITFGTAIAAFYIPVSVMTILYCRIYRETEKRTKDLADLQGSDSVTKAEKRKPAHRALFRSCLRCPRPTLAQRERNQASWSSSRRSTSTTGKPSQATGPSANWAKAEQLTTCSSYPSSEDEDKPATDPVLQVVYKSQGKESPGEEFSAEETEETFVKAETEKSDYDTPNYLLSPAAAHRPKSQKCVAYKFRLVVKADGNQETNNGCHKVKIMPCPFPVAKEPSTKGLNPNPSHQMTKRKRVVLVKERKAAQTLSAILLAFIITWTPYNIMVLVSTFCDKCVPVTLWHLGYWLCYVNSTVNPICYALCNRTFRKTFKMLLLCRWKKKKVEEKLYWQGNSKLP
CHRM5 antagonist: blocks acetylcholine activation of human M5 receptor. P08912. CHO-hM5 cells, Fluo-8 calcium fluorescence, ACh EC80. inhibition, % at 3 µM. 0.59% of 360,000 active;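 active = inhibition above a per-plate cutoff, the mean of that plate's test compounds plus 3 SD, cut at about 27% in these data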;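 also: 0% = acetylcholine EC80 with DMSO and 100% = DMSO without agonist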
IDE inh: inhibitors of human insulin-degrading enzyme in cells. P14735. HEK cells, FAbetaB cleavage, fluorescence polarization. inhibition, % at 5.59 µM. 0.41% of 320,000 active. AID 434962;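 active = percent inhibition above the average of all tested compounds plus 3 SD, set per screening campaign, cut at about 16% in these data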;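 also: IDE supplied by intact live HEK cells; FP after avidin binding of uncleaved biotin substrate so inhibition keeps polarization high; 0% = DMSO wells and 100% = 60 µM reference IDE inhibitor Ii1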
CRFR2-BP ag: agonists of human CRF-binding protein/CRF-R2 receptor complex. HEK293 CRF-R2/CRF-BP, calcium dye fluorescence (FLIPR); percent of saturating CRF peptide response. activation, % at 13.2 µM. 0.46% of 350,000 active;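 active = activation of at least 50%, plus an integration ratio under a set limit after plate pattern correction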;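 also: plate controls were neutral control wells without compound for no effect and CRF at EC100 for full effect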
CRFR2-BP antag: CRF-BP/CRF-R2 complex antagonism. HEK293 CRF-R2/CRF-BP, CRF-induced calcium fluorescence. inhibition, % at 11.8 µM. 0.59% of 350,000 active. AID 588475;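 active = inhibition of the ligand-induced calcium signal above about 50% at the single tested concentration, limit read from the data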
CHRM4 antagonist: blocks acetylcholine activation of human M4 receptor; P08173; CHO-hM4 cells, ACh EC80, Fluo-8 calcium fluorescence; inhibition, % at 3 µM; 0.73% of 360,000 active;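 active = inhibition above its plate's cutoff, the mean inhibition of sample wells plus 3 SD, cut at about 27% in these data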;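 also: 0% = acetylcholine EC80 with DMSO and 100% = DMSO without agonist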
CHRM5 PAM: positive allosteric modulators of human muscarinic M5 receptor | P08912 | activation, % at 3 µM | 0.3% of 360,000 active | CHO-K1 hM5, Fluo-8 calcium, ACh EC20 PAM; 0% = ACh EC20, 100% = ACh EC100;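 active = activation above the run cutoff, the mean activation of all test compounds plus 3 SD, cut at about 18% in these data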
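Replicates: One well per compound, no replicates | System: Human M5 receptor in CHO-K1 cells | Benchmarks: Low control EC20 acetylcholine (0%), high control EC100 acetylcholine (100%) | Probe or stimulus: Acetylcholine, EC20 level | Times: Fluo-8 loading 80 min at 37 °C plus 30 min room temperature | Signal: Intracellular calcium via Fluo-8 fluorescence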
M4 ag: agonists of human muscarinic M4 receptor (CHRM4) | P08173 | CHO-K1 hM4/Gqi5, Fluo-8 calcium fluorescence; vehicle 0%, full acetylcholine response 100% | activation, % at 3 µM | 0.14% of 360,000 active | AID 624127;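 active = activation above the run mean over all test wells plus 3 SD, cut at about 32% in these data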;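 also: peak over basal fluorescence ratio per well then scaled between controls; 0% = DMSO wells and 100% = acetylcholine at EC100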
* = called active by the depositor; . = no result given.

Fields: M4 PAM, M5 ag, CHRM5 antagonist, IDE inh, CRFR2-BP ag, CRFR2-BP antag, CHRM4 antagonist, CHRM5 PAM, M4 ag
1: Cc1nc([N+](=O)[O-])c(SCC(O)CCl)n1Cc1ccc(Cl)cc1 (stereo unspecified)
  -8, 0, 7, 0, 30, -3, 7, -8, 6
2: COc1cc(-c2[nH]ncc2CN2CCSCC2)cc(OC)c1OC
  5, 1, -7, 2, -1.7, -9, -4, 7, 1
3: Cc1cccc(N(CC(=O)NC(C)C)C(=O)c2ccc(N3CCCC3)nc2)c1
  1, 0, -4, 3, 0.8, 10, 3, 5, 0
4: CS(=O)(=O)Oc1ccc(/C=C2\C(=N)N3N=C(CC(=O)N4CCOCC4)SC3=NC2=O)cc1Cl
  -3, -2, -7, 1, -0.7, -4, 0, 4, 2
5: CC1CC(C)CN(S(=O)(=O)c2ccc(NC(=O)C3COc4ccccc4O3)cc2)C1 (stereo unspecified)
  0, -3, 1, 4, 1.0, -10, -10, -8, 0
6: CSc1cccc(N2CC(C(=O)N(Cc3nnc(-c4ccccc4Cl)o3)C3CC3)CC2=O)c1 (stereo unspecified)
  6, 0, -1, -4, -0.7, 0, -6, 2, 15
7: COc1nc(SCC(=O)Nc2ccccc2Cl)nc(N(C)C)n1
  12, -3, 4, 4, -0.4, -7, 7, 2, 0
8: COC(=O)c1ccccc1NC(=O)CSc1nccc(C)n1
  -2, -3, -9, -1, -2.4, 6, -5, -1, 1
9: Cc1nccn1-c1ccc(NC(=O)[C@H]2O[C@@H](n3ccc(=O)[nH]c3=O)[C@H](O)[C@@H]2O)cc1
  3, 3, -5, ., ., ., -1, 1, 0
10: O=C(O)c1cnn2c1NC(c1ccc(F)cc1)CC2C(F)(F)F (stereo unspecified)
  0, -2, 0, 4, 0.1, -9, -7, 0, 1
11: CCOC(=O)[C@@H](C)N(C(=O)OC(C)(C)C)S(=O)(=O)N(Cc1ccccc1)[C@H](C(=O)OC)C(C)C
  1, -1, 3, ., 4.6, 1, -5, -1, 0
12: CCOC(=O)c1c(NC(=O)CCC(=O)N2CCOCC2)sc2c1CC(C)(C)OC2
  8, -1, -12, 4, 0.8, 9, -11, 7, 2
13: COc1ccccc1OCCC(=O)OCC(=O)NCc1ccc(Cl)cc1
  -4, -1, 2, 1, -3.4, 16, -2, 3, 2
14: O=C(O)CC(CNC(=O)C1CCCN1C(=O)OCc1ccccc1)c1ccccc1 (stereo unspecified)
  0, -4, 2, ., 2.5, -12, -8, -2, 1
15: COc1cc2ccccc2cc1C(=O)OCC(=O)c1c(N)n(C)c(=O)n(C)c1=O
  0, 2, -4, 2, 1.5, -3, -5, -5, 12
16: COc1cc2c(cc1OC)C(C)N(C(C)=O)CC2 (stereo unspecified)
  0, 1, 3, 7, -0.7, 23, 5, 1, 0
17: CC1(C)CC(=O)/C(=C\c2cccc([N+](=O)[O-])c2)C(C)(C)N1
  8, -2, 1, -2, -1.3, -5, -4, 2, 2
18: Cc1ccc(C)c(Cn2c3ccccc3c3cnn(CC(=O)NCCCN4CCCCC4)c(=O)c32)c1
  -6, -10, 7, 1, -0.4, -12, 0, 0, 1
19: CCNC(=O)OCCC12CC3CC(CC(C3)C1)C2
  1, -2, 4, 6, 0.4, -124, 2, -3, 0
20: Cc1ccccc1OCC(=O)Nc1ccc2c(c1)C(=O)c1ccccc1C2=O
  10, -2, -2, 2, 7.8, -55, 8, 7, 0
21: O=C(COc1ccc2c3c(c(=O)oc2c1)CCC3)N1CCN(c2ccccc2)CC1
  4, -2, -3, 18*, 2.0, -36, 0, 0, 2
22: CCCN1/C(=C(\C#N)C2=NS(=O)(=O)c3ccccc32)N(C)c2ccccc21
  6, 6, -1, ., -0.4, 7, -8, 5, 5
23: CC(CC(=O)N1CCc2ccccc21)n1cccn1 (stereo unspecified)
  1, -3, -9, -2, 0.1, 2, -6, 5, 1
24: CCN(CC)S(=O)(=O)c1ccc(Cl)c(C(=O)NC(C)C(c2cccs2)N2CCCC2)c1 (stereo unspecified)
  -4, -6, -1, 5, 0.2, 4, -5, 12, 0
25: COc1ccc(Cc2nnc(NC(=O)Nc3cccc(OC)c3)s2)cc1
  4, -3, 8, -5, 0.7, -12, -3, 1, 1
26: Cc1cn([C@H]2C[C@H](O)[C@@H](CCC(=O)NCc3cccc4ccccc34)O2)c(=O)[nH]c1=O
  11, 1, -2, ., ., ., -2, 2, 2
27: CCOC(=O)C1CCN(C(=O)CN2C(=O)CSc3ccc(S(=O)(=O)N4CCOCC4)cc32)CC1
  -1, -2, 3, 6, 3.5, -3, 9, -5, 5
28: Cc1ccc(NC(=O)CNC(=O)N2CC(=O)Nc3ccccc32)cc1F
  2, -6, -10, 6, 2.0, -5, -6, 4, 1
29: CC1CCCC(NC(=O)CCCn2c(=S)[nH]c3ccccc3c2=O)C1C (stereo unspecified)
  0, 4, 2, 0, -0.4, -19, 0, 4, 1
30: O=C(NN=Cc1ccccc1Cl)c1ccc(-n2cnnn2)cc1
  3, 1, 2, 6, -0.5, 8, 4, -7, 1

2 entries from above, bar-delimited.
nr | Compound | M4 PAM | M5 ag | CHRM5 antagonist | IDE inh | CRFR2-BP ag | CRFR2-BP antag | CHRM4 antagonist | CHRM5 PAM | M4 ag
7 | COc1nc(SCC(=O)Nc2ccccc2Cl)nc(N(C)C)n1 | 12 | -3 | 4 | 4 | -0.4 | -7 | 7 | 2 | 0
25 | COc1ccc(Cc2nnc(NC(=O)Nc3cccc(OC)c3)s2)cc1 | 4 | -3 | 8 | -5 | 0.7 | -12 | -3 | 1 | 1

The results go on.
Fields: M4 PAM, M5 ag, CHRM5 antagonist, IDE inh, CRFR2-BP ag, CRFR2-BP antag, CHRM4 antagonist, CHRM5 PAM, M4 ag
31: O=[N+]([O-])c1cc(/C=N/n2c(-c3cccnc3)n[nH]c2=S)ccc1Cl
  -3, 0, -11, -4, 0.7, 8, 9, -2, 0
32: Cc1ccc(C)c(N2C(=O)c3ccc(C(=O)Nc4ccccn4)cc3C2=O)c1
  3, 1, 8, ., -1.3, -5, -4, 3, 1
33: Cc1cc2ccccn2c1C(C[N+](=O)[O-])c1ccc(N(C)C)cc1 (stereo unspecified)
  5, 8, 6, 3, 13, -5, 5, 8, 4
34: Cc1ccc(Nc2nc3ccccc3nc2-n2nc(C)cc2C)cc1
  -3, 2, 0, 3, 4.8, 1, 0, -2, 1
35: CC(C)COc1cccc(C(=O)Nc2ccc(S(=O)(=O)N3CCOCC3)cc2)c1
  -10, 0, -5, -2, -0.2, -29, 7, -1, 1
36: COc1cc2c(cc1[N+](=O)[O-])-c1ccc([N+](=O)[O-])cc1C2=NO
  4, 3, -8, ., 0.7, -27, -9, 1, 4
37: COc1ccc(NS(=O)(=O)c2cccc(C(=O)NNC(=O)c3ccc(Br)o3)c2)cc1
  10, 3, 6, 2, -1.9, -10, 0, 0, 3
38: O=C1N=c2ccccc2=C1c1sc(Nc2cccc(O)c2)nc1O
  -3, 2, 16, 4, -0.6, 22, 12, -14, 2
39: Cc1ccc(CNC(=O)Cn2c([N+](=O)[O-])cnc2C)cc1
  -4, -1, 14, -1, 2.6, 4, -2, -7, 1
40: CCc1cc2c(=O)n(CC(=O)NC3CCCCC3)cnc2s1
  2, -2, -4, -1, 0.7, -1, -1, 2, 1
41: CCC(=O)Nc1ccc(S(=O)(=O)Nc2ccc(Cl)nn2)cc1
  8, -3, -9, -4, -2.3, 5, -5, 0, 0
42: O=C1CCC(C(=O)N2CCCCCCC2)CN1Cc1cccc(C(F)(F)F)c1 (stereo unspecified)
  -4, -1, 0, 1, -0.9, 14, 3, -4, 4
43: CCN(C[C@H]1N[C@@](Cc2ccccc2)(C(=O)OC)[C@H]2C(=O)N(C)C(=O)[C@@H]12)C(=O)Nc1ccc(F)cc1
  -2, 1, -2, -4, 0.8, 1, -3, -1, 0
44: Cc1cccc(NC(=S)N/N=C2\CC(C)(C)Oc3ccc(O)cc32)c1
  -6, 0, -4, 2, 0.8, -5, 0, -7, 4
45: Cc1ccc(NC(=O)C[n+]2cc(-c3ccc(C)cc3)n3c2CCC3)cc1
  -17, -13, 6, -2, -1.0, 19, -10, -2, 0
46: COc1ccc(/C=C2\CCc3ccccc3C2=O)cc1Cn1nc(C)cc1C
  -5, -9, 8, 0, 1.5, -10, -14, 1, 5
47: O=C(CCC(=O)c1ccc(Cl)cc1)NCc1ccccc1
  -1, -2, 9, 6, 0.2, 11, -4, -3, 1
48: Cc1sc2ncn(CC(=O)NCCCOC(C)C)c(=O)c2c1S(=O)(=O)N1CCN(c2ncccn2)CC1
  8, -3, -4, 2, 2.6, 10, -2, -13, 1
49: COc1ccc(C2=NNC(c3ccco3)=Nc3ccc(F)cc32)cc1
  12, -5, 0, 2, -2.2, 54*, -1, -11, 1
50: COC(=O)c1cc(Cl)c(NC(=O)/C=C/c2ccc(OC)c(OC)c2)cc1OC
  0, 5, 4, 6, -1.1, -12, -3, -12, 18
51: COc1cc(OC)c(OC)cc1CNC(=O)c1ccc(S(=O)(=O)N2CCCCC2)cc1
  7, 4, 1, -1, -1.4, 4, 0, 13, 4
52: Cc1ccccc1NC(=O)c1cccc2nc3ccccc3nc12
  5, -2, 0, -2, -1.1, -9, -8, 7, 4
53: CCS(=O)(=O)N1CCC(C(=O)NCCc2ccccc2)CC1
  12, 1, -2, -3, 0.2, -6, -6, -2, 2
54: O=C(c1cc(-c2cccs2)on1)N1CCc2ccccc2C1
  10, -4, 26, 10, -1.3, 1, 2, -12, 1
55: Cc1cc(C)cc(OC(=O)COc2ccccc2C)c1
  -1, -5, -3, -1, -0.2, 8, 7, 2, -1
56: Cc1cccc(NC(=O)C2CCN(S(=O)(=O)c3ccc4ccccc4c3)CC2)n1
  1, -1, 7, -3, -0.8, 10, -11, -10, 9
57: CC(C)NC(=O)Cn1cnc2c(cnn2-c2ccc(F)cc2)c1=O
  -1, 1, 0, -2, -1.8, 10, -4, 4, 1
58: CCOC(=O)N1CCN(C(=O)c2ccc3nc4cc(Cl)ccc4c(=O)n3c2)CC1
  7, -1, 9, 1, -1.7, 19, 5, -3, 1
59: COc1cccc(CNc2nn[nH]n2)c1OC
  12, -4, 1, -1, 1.9, -15, -4, 1, 0
60: c1ccc(OCCCCN2CCCCC2)cc1
  -7, -10, 3, ., 1.3, -8, 9, 4, 0
61: COc1ccc(N(CC(=O)NCc2cccnc2)S(=O)(=O)c2ccc(C)c([N+](=O)[O-])c2)cc1
  -7, -1, -6, -1, 1.0, -3, 3, -2, 2
